Screening results: PubChem BioAssay, several laboratories
TRPC6 inh: blocks the mouse TRPC6 cation channel | B-score at 10 µM | 1.1% of 310,000 active | Q61143 | HEK293-TRPC6, membrane potential dye, ACh-evoked depolarization; hits give low values;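 active = B-score under library mean minus 3 SD, initial fluorescence not abnormally high, positive integrated signal ratio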;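 note: B-score derived from integrated fluorescence ratio over the kinetic read; more negative B-score means stronger inhibition of depolarization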
RGS4 pot: RGS4 potentiation or activation | HEK293 M3R/inducible RGS4, carbachol calcium flux Fluo4; hits give low values | B-score at 10 µM | 0.92% of 310,000 active | AID 463111;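 active = B-score of the integrated calcium signal more than 4 SD below the library mean, with starting fluorescence not abnormally high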;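 note: negative B-score means reduced calcium response which marks RGS4 activation or potentiation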
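Assay system: Inducible-RGS4 HEK293 cells carrying M3 receptor | Schedule: Compound preincubation 20 min at room temperature before agonist | Signal: Kinetic calcium fluorescence imaging with Fluo4-AM dye, 2 µM | Read-out basis: B score from integrated fluorescence ratio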
ANO1 block: blocks the mouse calcium-activated chloride channel TMEM16A. normalized B-score (activity score, 25-100; higher = stronger inhibition) at 10 µM. AID 588511. HEK293 TMEM16A/YFP iodide influx fluorescence, ionomycin. Q8BHY3. 1.2% of 310,000 active;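 active = ratio plate-corrected score three or more library SD toward inhibition, starting fluorescence score within five deviations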;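 note: score derived from kinetic fluorescence span divided by baseline fluorescence per well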
Target sequence (Q8BHY3 whole entry, looked up): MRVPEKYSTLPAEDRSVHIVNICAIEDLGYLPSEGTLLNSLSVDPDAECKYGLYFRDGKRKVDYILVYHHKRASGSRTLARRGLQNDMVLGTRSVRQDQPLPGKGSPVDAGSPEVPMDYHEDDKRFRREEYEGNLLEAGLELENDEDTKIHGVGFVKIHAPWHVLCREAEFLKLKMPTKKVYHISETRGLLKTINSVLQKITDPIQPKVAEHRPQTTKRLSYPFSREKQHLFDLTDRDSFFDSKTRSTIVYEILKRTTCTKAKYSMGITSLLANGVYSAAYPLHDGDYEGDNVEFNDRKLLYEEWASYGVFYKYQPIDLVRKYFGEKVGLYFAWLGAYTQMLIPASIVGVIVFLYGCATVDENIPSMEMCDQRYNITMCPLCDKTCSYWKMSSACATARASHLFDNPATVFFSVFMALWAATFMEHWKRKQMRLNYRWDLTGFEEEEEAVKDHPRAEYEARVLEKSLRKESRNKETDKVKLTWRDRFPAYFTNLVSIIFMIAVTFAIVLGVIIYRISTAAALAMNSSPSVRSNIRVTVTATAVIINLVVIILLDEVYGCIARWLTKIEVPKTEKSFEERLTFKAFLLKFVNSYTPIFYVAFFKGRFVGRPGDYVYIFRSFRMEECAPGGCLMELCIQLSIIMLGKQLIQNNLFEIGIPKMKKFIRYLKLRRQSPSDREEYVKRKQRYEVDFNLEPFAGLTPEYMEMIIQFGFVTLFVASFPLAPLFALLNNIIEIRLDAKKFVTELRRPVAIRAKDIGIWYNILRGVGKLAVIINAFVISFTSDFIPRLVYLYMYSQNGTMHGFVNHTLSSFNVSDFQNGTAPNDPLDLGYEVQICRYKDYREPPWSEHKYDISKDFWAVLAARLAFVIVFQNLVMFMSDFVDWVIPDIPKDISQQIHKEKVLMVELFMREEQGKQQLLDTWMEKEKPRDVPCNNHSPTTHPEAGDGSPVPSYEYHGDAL
MrgX1 antagonist: blocks BAM8-22 activation of human MrgX1 receptor; Q96LB2; MRGX1-HEK293 calcium flux, Fluo-4, BAM8-22 antagonism; hits give low values; B-score at 10 µM; 1.3% of 310,000 active; AID 588676;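 active = calcium-response B-score plate-corrected more than 3 library SD below zero, starting fluorescence within 5 deviations, no agonist response on first addition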;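 note: peak minus trough fluorescence over baseline after final BAM8-22 challenge near maximal dose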
TRPC6 activator: mouse TRPC6 channel activation; Q61143; HEK293-TRPC6 membrane potential dye fluorescence; hits give high values; B-score at 10 µM; 0.13% of 310,000 active; AID 2550;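 active = B-score of the integrated fluorescence ratio above library mean plus 3 SD, and starting fluorescence ratio within library mean plus 5 SD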;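 note: higher score means more depolarization so channel activation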
HDAC3 inhib: inhibitors of human histone deacetylase 3 | O15379 | recombinant HDAC3, fluorogenic peptide/trypsin coupled, fluorescence | inhibition, % at 8.3 µM | 0.15% of 320,000 active | AID 2718; in the data active = inhibition above about 26%, passing the limit was not always enough
RGS4 block: inhibitors of human RGS4; P49798; HEK293 M3R/RGS4 inducible, Fluo-4 calcium flux; hits give high values; triggered by carbachol at its EC20; B-score at 10 µM; 0.45% of 310,000 active; AID 463165;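 active = B-score, a plate-corrected calcium signal, over three deviations above library mean, with baseline fluorescence within five deviations of library mean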;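 note: RGS4 expression induced by doxycycline in cells with stable M3 receptor; B-score is computed from the integrated fluorescence ratio over baseline after carbachol; higher B-score means a larger calcium signal and so more RGS4 inhibition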
ANO1 activ: activators or potentiators of mouse TMEM16A chloride channel. 0.3% of 340,000 active. HEK293 TMEM16A/YFP-H148Q/I152L, iodide quench fluorescence; hits give low values. Q8BHY3. B-score at 10 µM. AID 623877;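 active = fluorescence-ratio B-score plate-corrected deviation score at least 3 library SD below zero, with starting fluorescence score within 5 deviations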;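 note: channel opened by trigger with iodide after compound preincubation; score built on the fluorescence ratio of max minus min over baseline; more negative score means more quench and so TMEM16A activation or potentiation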
MrgX1 allo act: allosterically activates human MrgX1 receptor signaling | B-score at 10 µM | 0.63% of 310,000 active | Q96LB2 | MrgX1-HEK293, Fluo-4 calcium flux, FDSS; hits give high values;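 active = plate-corrected calcium response at least 3 library SD above typical, normal starting fluorescence, not activating the receptor alone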;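 note: compound read alongside a low EC10 to EC30 dose of BAM8-22 agonist; peak minus trough fluorescence over baseline measured at the second addition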
SKKanGAS inh: SKKanGAS growth inhibition. 1.3% of 300,000 active. S. pyogenes SKKanGAS, kanamycin growth, BacTiter-Glo, 6 h. AID 1662. inhibition, % at 7.5 µM;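 active = mean replicate score, as percent of positive control median, at least 50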;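 note: strain carries kanamycin resistance gene driven by streptokinase promoter and grows in 40 µg/ml kanamycin; loss of luminescence reflects streptokinase promoter inhibition or plain growth inhibition; 0% = median of DMSO wells and 100% = positive control at its reference dose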
MrgX1 ag: agonists of human MrgX1 receptor. 0.44% of 310,000 active. AID 588627. MrgX1-HEK293 cells, Fluo-4 calcium fluorescence, agonist mode; hits give high values. Q96LB2. B-score at 10 µM;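 active = calcium response B-score plate-corrected fluorescence ratio at least 3 library SD, with starting fluorescence B-score inside 5 SD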
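Material: MrgX1-expressing HEK293 cells; input: 15,000 cells per well; doses: test compound given as first of three sequential additions; schedule: overnight plating before 1 h dye loading; technique: Fluo-4 NW calcium-flux fluorescence, kinetic read; evaluation: baseline-normalised fluorescence change ratio, B-scored; control set: plate-wise positive and negative controls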
* hit, by the source's call; i = inactive; nt = no result given.

SMILES	TRPC6 inh	RGS4 pot	ANO1 block	MrgX1 antagonist	TRPC6 activator	HDAC3 inhib	RGS4 block	ANO1 activ	MrgX1 allo act	SKKanGAS inh	MrgX1 ag
CCN(Cc1ccncc1)Cc1ccc(Br)cc1	i	i	i	i	i	-9	i	i	i	9	i
Cc1cc2c(c(=O)n1Cc1ccco1)C(c1cccnc1)C(C#N)=C(N)O2 (centres undefined)	i	i	i	i	i	3	i	i	i	-3	i
CC[N+](CC)(CCCCS(=O)(=O)[O-])CCNP1(=O)C=C(c2ccccc2)OC(c2ccccc2)=C1	i	i	i	i	i	4	i	i	i	4	i
COc1ccc(C2=NOC(C(=O)N3CCCCCC3)C2)cc1OC (centres undefined)	i	i	i	i	i	1	i	i	i	-5	i
O=C(c1ccc(F)cc1)N1CCN=C1c1ccccc1	i	i	i	i	i	-4	i	i	i	3	i
c1ccc(-c2csc(Nc3cccnc3)n2)cc1	i	i	i	i	i	-1	i	i	i	0	i
CC(=O)Nc1cccc(C(=O)N(Cc2ccccc2)Cc2ccccc2)c1	i	i	i	i	i	1	i	i	i	0	i
CCNC(=S)N1CCC(NC(=O)c2ccco2)CC1	i	i	i	i	i	6	i	i	i	-1	i
CCC(C)[C@H](NC(=O)NCc1ccccc1)C(=O)O (some centres undefined)	i	i	i	i	i	7	i	i	i	-1	i
COc1ccc(/C(N)=N/OC(=O)N2CCOCC2)cc1	i	i	i	i	i	0	i	i	i	-11	i
Cc1ccccc1C(=O)Nc1cccc(C(=O)N/N=C/c2ccc3c(c2)OCO3)c1	i	i	i	i	i	2	i	i	i	5	i
COc1cc(C(=O)NC(C(=O)Nc2cccc(C(C)=O)c2)C(C)C)cc(OC)c1OC (centres undefined)	i	i	i	i	i	3	i	i	i	-4	i
CCOC(=O)c1cc(C#N)c(N2CCOCC2)nc1-c1ccccc1	i	i	i	i	i	-7	i	i	i	13	i
COc1ccc(N2C(=O)C3C4c5ccccc5C(C=Nc5ccc(C)cc5C)(c5ccccc54)C3C2=O)cc1 (centres undefined)	i	i	i	i	i	4	i	i	i	-1	i
Cc1ccsc1C(=O)NNC(=O)CCN1CCN(c2ccccc2)CC1	i	i	i	i	i	-6	i	i	i	-11	i
CC(C)C[C@H](NC(=O)[C@H]1N2C(=O)c3ccccc3C2SC1(C)C)C(=O)N[C@@H](Cc1ccccc1)C(=O)O (some centres undefined)	i	i	i	i	i	-4	i	i	i	0	i
CC(O)CCc1nc2ccc(C(=O)O)cc2[nH]1 (centres undefined)	i	i	i	i	i	-3	i	i	i	-1	i
Cc1cc(N2CCN(C)CC2)ccc1NC(=O)c1cccc(S(=O)(=O)N2CCc3ccccc3C2)c1	i	i	i	i	i	3	i	i	i	6	i
Cc1nnc(SCC(=O)Nc2nccs2)s1	i	i	i	i	i	7	i	i	i	5	i
CCOC(=O)CSc1nnc(C)c(=O)[nH]1	i	i	i	i	i	1	i	i	i	-2	i
Fc1ccc(NC(=S)N2CCSC2c2cccs2)cc1 (centres undefined)	i	i	i	i	i	-3	i	i	i	3	i
O=C(COc1ccccc1Cl)Nc1cc(Cl)ccc1O	i	i	nt	nt	i	nt	i	i	nt	-14	nt
COc1ccc(N(CC(=O)NCCSC2CCCCC2)S(C)(=O)=O)c(OC)c1	i	i	i	i	i	-3	i	i	i	8	i
O=C(CSc1nc2ccccc2c(=O)n1CC1CCCO1)Nc1ccc(F)cc1 (centres undefined)	i	i	i	i	i	7	i	i	i	-7	i

Another view of 6 compounds above:
Values in the order – TRPC6 inh | RGS4 pot | ANO1 block | MrgX1 antagonist | TRPC6 activator | HDAC3 inhib | RGS4 block | ANO1 activ | MrgX1 allo act | SKKanGAS inh | MrgX1 ag
O=C(CSc1nc2ccccc2c(=O)n1CC1CCCO1)Nc1ccc(F)cc1 (centres undefined)
 : i | i | i | i | i | 7 | i | i | i | -7 | i
Cc1cc(N2CCN(C)CC2)ccc1NC(=O)c1cccc(S(=O)(=O)N2CCc3ccccc3C2)c1
 : i | i | i | i | i | 3 | i | i | i | 6 | i
Fc1ccc(NC(=S)N2CCSC2c2cccs2)cc1 (centres undefined)
 : i | i | i | i | i | -3 | i | i | i | 3 | i
CCOC(=O)c1cc(C#N)c(N2CCOCC2)nc1-c1ccccc1
 : i | i | i | i | i | -7 | i | i | i | 13 | i
CC(O)CCc1nc2ccc(C(=O)O)cc2[nH]1 (centres undefined)
 : i | i | i | i | i | -3 | i | i | i | -1 | i
COc1ccc(N(CC(=O)NCCSC2CCCCC2)S(C)(=O)=O)c(OC)c1
 : i | i | i | i | i | -3 | i | i | i | 8 | i

(cont.)
SMILES	TRPC6 inh	RGS4 pot	ANO1 block	MrgX1 antagonist	TRPC6 activator	HDAC3 inhib	RGS4 block	ANO1 activ	MrgX1 allo act	SKKanGAS inh	MrgX1 ag
COc1ccc(N(CC(=O)NCc2ccc(F)cc2)C(=O)CCC(=O)Nc2ccccn2)cc1	i	i	i	i	i	4	i	i	i	-3	i
COCCN(C(=O)Cn1nnc2ccccc21)C(C(=O)NC1CCCC1)c1cc(OC)ccc1OC (centres undefined)	i	i	i	i	24*	-1	i	i	i	-3	i
COc1cc(O)cc2c1[C@@H]1Oc3c(ccc(O)c3CC=C(C)C)[C@@H]1CO2	i	i	25*	i	i	4	i	i	i	22	i
CCC(=O)C1=C(O)C(c2cccc(Oc3ccccc3)c2)CCC1=O (centres undefined)	i	i	i	i	i	4	i	i	i	13	i
COCCN(C(=S)Nc1ccc(OC)cc1)C1CCN(C(C)C)CC1	i	i	i	i	i	7	i	i	i	2	i
CC1=C(C(N)=O)C(c2ccccc2F)NC(=O)N1 (centres undefined)	i	i	i	i	i	0	i	i	i	2	i
Cc1cccc(NC(=O)c2ccc(C)c(S(=O)(=O)N3CCCCC3)c2)n1	i	i	i	i	i	0	i	i	i	-7	i
COc1ccc(OC)c(CNc2ncc(-c3ccc(F)cc3)n2C)c1	-5.3*	i	nt	nt	i	nt	i	i	nt	0	nt
CC(C)[C@H](CO)Nc1nc(NCc2ccc(S(N)(=O)=O)cc2)c2ncn(C(C)C)c2n1	i	i	i	i	i	-7	i	i	i	0	i
Cc1cc(C(=O)NN=C2CCCCCC2)c(C)o1	i	i	i	i	i	-4	i	i	i	-1	i
CC(=O)Nc1ccccc1-c1nc2ccccc2nc1OCC(=O)c1ccc2ccccc2c1	i	i	i	i	i	3	i	i	i	20	i
Cc1cc(/C=C(\C#N)C(=O)O)c(C)n1-c1ccc(Br)cc1	i	i	i	i	i	1	i	i	i	2	i
c1coc(CNC2C3CC4CC(C3)CC2C4)c1 (centres undefined)	i	i	i	i	i	1	i	i	i	-11	i
CC(=O)N1CCN(c2ccc(NC(=S)NC(=O)c3ccc(C)c([N+](=O)[O-])c3)cc2)CC1	i	i	i	i	i	5	i	i	i	14	i
CC1(c2ccc(NC(=O)c3ccccc3F)cc2)CC1(Cl)Cl (centres undefined)	i	i	i	i	i	8	i	i	i	1	i
Cc1ccc(C(=O)c2coc3ccc(O)cc23)cc1	i	i	i	i	i	-2	i	i	i	0	i
Cc1ccccc1Nc1nc(Cl)c(C=O)s1	i	i	i	i	i	-8	i	i	i	-7	i
CCOc1ccc2[nH]c(=O)c(CN(Cc3ccc(F)cc3)C(=O)N3CCCC3)cc2c1	i	i	i	i	i	-5	i	i	i	4	i
CCc1ccc2c(Cl)c(C(=O)N/N=C/c3c[nH]c4ccccc34)sc2c1	i	i	i	i	i	14	4.8*	i	i	69*	i
CN(C)S(=O)(=O)c1cccc(NC(=O)CNCc2ccccn2)c1	i	i	i	i	i	-1	i	i	i	0	i
O=C(Nc1ccc(Br)cc1)c1ccc(N2C(=O)C3CC=C(Cl)CC3C2=O)cc1 (centres undefined)	i	i	i	i	i	1	i	i	i	-4	i
COC(=O)CN(c1ccccc1F)S(=O)(=O)c1ccccc1	i	i	i	i	i	4	i	i	i	-1	i
O=C(C1CCCN(CCCc2ccccc2)C1)N1CCCCCC1 (centres undefined)	i	i	i	i	i	4	i	i	i	4	i
CC(=O)c1cccc(NC(=O)CSc2ccc(-c3sc(C)nc3C)nn2)c1	i	i	i	i	i	6	i	i	i	9	i
O=C(NC1CCCC1)C(c1ccncc1)N(C(=O)c1csnn1)c1ccccc1 (centres undefined)	i	i	i	i	i	10	i	i	i	-5	i
Cc1ccc(C)c(N2CCN(S(=O)(=O)c3ccc4c(c3)NC(=O)CC(=O)N4)CC2)c1	i	i	i	i	i	-5	i	i	i	8	i
COc1ccc(CCNC(=O)C(=O)c2c(C)n(C)c3ccccc23)cc1OC	i	i	i	i	i	-3	i	i	i	-6	i
Cc1ccc(C2CC(=O)N3CN(c4ccc(Br)cc4)CSC3=C2C#N)o1 (centres undefined)	i	i	i	i	i	9	i	i	i	20	i
Cc1ccc(NC(=O)CCNS(=O)(=O)c2ccccc2)cc1S(=O)(=O)N1CCOCC1	i	i	i	-6.7*	i	-5	i	i	i	-5	i
Cc1ccc(-n2ncc(C#N)c2/N=C/N2CCOCC2)cc1	i	i	i	i	i	-4	i	i	i	-2	i
Cc1cc(C(F)(F)F)nc(NCc2ccc(F)cc2)n1	i	i	i	i	i	-6	i	i	i	0	i
CCOC(=O)/C=C/C(=O)Nc1ccc(S(=O)(=O)N(C)c2ccccc2)cc1	i	i	i	i	i	-3	i	i	i	2	i
O=C(CC1C(=O)NCCN1Cc1ccccc1C(F)(F)F)NC1CCCCC1 (centres undefined)	i	i	i	i	i	-2	i	i	i	-4	i
CCOC(=O)CSC1=C(C#N)C(c2ccccc2F)C(C(C)=O)=C(C)N1 (centres undefined)	i	i	i	i	i	7	i	i	i	-15	i
COc1ccc(-n2ccnc2)cc1	i	i	i	i	i	-5	i	i	i	14	i
